Bioassay records (PubChem)
AGP1-GFP MLPCN = modulators of AGP1-GFP expression in yeast TOR pathway, primary screen, cell-based, multiplex flow cytometry, S. cerevisiae, MLPCN library. 3 h; GFP as percent of DMSO wells. GFP response vs DMSO, % at 10 µM. 0.02% of 320,000 active;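 active = GFP response relative to DMSO above a set limit, near screen average plus 3 SD, cut at about 150% in these data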;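 also: median GFP channel fluorescence of the gated AGP1 strain per well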
VLA-4 inh = inhibition in human VLA-4 binding assay, primary screen, VLA-4 allosteric modulator project, MLPCN library, flow cytometry, VLA-4 expressing cells | ligand binding flow cytometry | 0.2% of 330,000 active | inhibition, % (about 7 µM as worked out from the volumes in the protocol); in the data active = inhibition above about 50%
Target sequence (P13612 whole entry, looked up): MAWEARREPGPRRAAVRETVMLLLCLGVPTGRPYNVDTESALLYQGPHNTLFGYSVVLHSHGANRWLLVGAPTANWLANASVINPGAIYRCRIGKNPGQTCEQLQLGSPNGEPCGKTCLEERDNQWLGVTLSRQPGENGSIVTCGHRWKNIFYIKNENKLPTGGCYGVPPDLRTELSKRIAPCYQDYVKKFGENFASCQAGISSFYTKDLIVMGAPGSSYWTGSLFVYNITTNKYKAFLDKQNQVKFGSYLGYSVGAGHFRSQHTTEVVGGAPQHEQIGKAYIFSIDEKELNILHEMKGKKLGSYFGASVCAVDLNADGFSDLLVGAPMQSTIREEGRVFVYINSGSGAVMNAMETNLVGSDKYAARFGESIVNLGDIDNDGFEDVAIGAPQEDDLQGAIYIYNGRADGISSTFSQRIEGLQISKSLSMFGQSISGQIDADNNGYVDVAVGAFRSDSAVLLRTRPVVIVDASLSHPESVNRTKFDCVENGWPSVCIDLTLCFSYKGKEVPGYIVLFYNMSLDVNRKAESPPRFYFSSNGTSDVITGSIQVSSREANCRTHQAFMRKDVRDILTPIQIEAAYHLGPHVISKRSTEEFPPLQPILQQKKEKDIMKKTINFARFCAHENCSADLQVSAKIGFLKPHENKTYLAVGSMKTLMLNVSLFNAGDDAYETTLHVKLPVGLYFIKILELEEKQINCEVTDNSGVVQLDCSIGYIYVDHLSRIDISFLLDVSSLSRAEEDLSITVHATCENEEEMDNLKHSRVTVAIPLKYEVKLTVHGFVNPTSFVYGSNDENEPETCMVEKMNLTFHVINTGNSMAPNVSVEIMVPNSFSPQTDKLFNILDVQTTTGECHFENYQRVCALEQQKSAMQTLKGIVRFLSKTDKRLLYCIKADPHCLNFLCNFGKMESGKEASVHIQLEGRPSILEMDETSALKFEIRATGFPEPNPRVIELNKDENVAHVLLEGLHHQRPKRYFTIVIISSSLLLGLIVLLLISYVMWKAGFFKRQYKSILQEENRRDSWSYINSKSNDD
MCL1-BIM inh = inhibitors of MCL1 binding to BIM-BH3, primary screen, biochemical, fluorescence polarization | Induced myeloid leukemia cell differentiation protein Mcl-1 (Homo sapiens), Q07820 | GST-MCL1 / FITC-Bim-BH3 fluorescence polarization | inhibition, % at 10.9 µM | 0.68% of 320,000 active | AID 2057, 2009;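 active = inhibition above the mean inhibition of all tested compounds plus 3 SD, set per campaign, cut at about 40% in these data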;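 also: 0% = DMSO wells and 100% = unlabeled Bim-BH3 peptide control; higher means more loss of mP so more displacement of Bim peptide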
BCLXL inh = inhibitors of human Bcl-xL, primary screen, biochemical, fluorescence polarization, HTS; AID 2129, 2009; Bcl-2-like protein 1 (Homo sapiens), Q07817; inhibition, % at 10.9 µM; GST-Bcl-xL / FITC-Bim BH3 peptide fluorescence polarization; 0.7% of 320,000 active;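 active = inhibition above the mean of all tested compounds plus 3 SD, cutoff set per campaign, cut at about 30% in these data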;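 also: 0% = DMSO wells and 100% = unlabeled Bim-BH3 peptide competitor; inhibitors lower millipolarization by displacing the labeled peptide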
Fam108B inh = mouse Fam108B serine hydrolase inhibitors, primary screen, counter-screen for RBBP9 inhibitor project, biochemical, fluorescence polarization; inhibition, % at 9.51 µM; AID 1947, 2009; 0.33% of 300,000 active; recombinant Fam108B, FP-Rh probe fluorescence polarization;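 active = inhibition above the screen mean inhibition plus 3 SD, computed separately per campaign, cut at about 18% in these data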;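 also: inhibitors lower polarization as less probe binds the enzyme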
GRK2 aptamer HTS = compounds blocking aptamer binding on GRK2 – biochemical, human GRK2, bead flow cytometry, HTS, primary screen. Beta-adrenergic receptor kinase 1 (Homo sapiens), P25098. FAM-aptamer displacement from GRK2. inhibition of aptamer binding, % at 10 µM. 0.59% of 330,000 active. AID 488847, 2010;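 active = inhibition of aptamer binding above 40%, roughly 3 SD of noise, on plates passing a quality check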;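 also: median bead fluorescence of bound FAM aptamer so fluorescent compounds give negative values; no value below 0 was filed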
MEX-5 binding = MEX-5 zinc finger RNA-binding disruptors – biochemical, C. elegans, fluorescence polarization, MLPCN library, primary screen | Zinc finger protein mex-5 (Caenorhabditis elegans), Q9XUB2 | activity score (negative = inhibition of binding), % at 10 µM | MEX-5/FITC-TCR2 RNA binding; active compounds read low | 0.38% of 300,000 active;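 active = inhibition past about -25% in most replicates, and total fluorescence under double the plate's negative control median, limit read from the data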;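 also: 0% = DMSO and -100% = 5 µM competing unlabeled TCR2 RNA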
GLD-1 TGE inh = GLD-1/TGE RNA complex disruptors, primary screen, biochemical, fluorescence polarization; purified GLD-1 + fluorescein TGE RNA; inhibition, % at 5.96 µM; 0.44% of 320,000 active;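 active = percent inhibition above a per-plate cutoff, the plate mean of test compounds plus 3 SD, cut at about 30% in these data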;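 also: 0% = DMSO wells with GLD-1 and probe and 100% = wells lacking GLD-1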
CIT2 TOR yeast = modulators of CIT2-GFP expression in yeast, primary screen, S. cerevisiae, GFP fusion, multiplex flow cytometry, MLPCN library; 0.065% of 320,000 active; GFP response vs DMSO, % at 10 µM; S. cerevisiae CIT2-GFP strain, 3 h; 100 means same as DMSO wells; AID 2029, 2009;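 active = GFP response relative to DMSO above a set limit, near the screen mean plus 3 SD, cut at about 150% in these data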;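 also: ratio of well median GFP fluorescence to mean of DMSO wells on the plate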
* marks the source's active call; other numbers are inactive results; x = no result given.

SMILES	AGP1-GFP MLPCN	VLA-4 inh	MCL1-BIM inh	BCLXL inh	Fam108B inh	GRK2 aptamer HTS	MEX-5 binding	GLD-1 TGE inh	CIT2 TOR yeast
CNc1nc(SC)nc(N(C#N)CC(=O)OC)n1	99	11	-1	3	4	1	1.4	11	104
O=C(NC1=NCCS1)c1ccc(Cl)s1	80	-8	0	-5	4	2	-1.6	10	90
Nn1c(SCC(=O)Nc2nccs2)nncc1=O	100	-5	12	5	4	2	-4.1	8	97
Cc1cc(C)n(-c2cc(-c3ccccc3)nc(C)n2)n1	107	22	2	5	3	0	-4.3	-7	97
Cc1cc(O)c(C(C)C)cc1NC(=O)Nc1cccc2ccccc12	101	5	-4	-1	2	2	-3.3	3	89
COc1ccc2c(c1)c(=O)oc1cc(OCC(=O)NC3CC3)ccc12	108	-1	-4	4	-2	0	0.5	-4	101
Cc1nnc(SCCC(=O)Nc2nc(-c3ccccc3)ns2)s1	86	1	0	2	-13	4	0.9	-6	87
O=C(CN1CCN(S(=O)(=O)c2ccc(Cl)s2)CC1)N1CCOCC1	103	-25	-8	-1	-5	1	-2.2	-2	102
N#CC1=C(S)N(c2ccccc2)C(c2ccc(-c3cc(Cl)ccc3Cl)o2)NC1=O (stereo unspecified)	105	-4	-8	-11	0	0	1.5	3	109
COc1cccc2c1OC1(C)CC2NC(=O)N1c1cccc(C(=O)N2CCN(c3ccccc3)CC2)c1 (stereo unspecified)	108	0	-1	6	4	2	-0.4	2	109
Cc1cc(OCC(=O)NC(C)c2ccccc2)ccc1[N+](=O)[O-] (stereo unspecified)	106	-5	-1	3	-2	1	2.4	1	101
CCn1c(SCc2nc3sc(C(=O)O)c(C)c3c(=O)[nH]2)nc2ccccc21	106	20	28	24	5	8	-43*	0	106
COc1cc(NC(=O)c2cc3ccccc3cc2OC)ccc1NC(=O)c1cccs1	98	3	-5	-5	-9	0	-0.9	-1	x
COc1ccc(Nc2nc(N)nc(CN3CCOCC3)n2)cc1	100	9	-6	-4	7	2	-4.4	-6	100
O=C(CCN1C(=O)C2C3CC(C(Br)C3Br)C2C1=O)OCC(=O)c1ccccc1 (stereo unspecified)	108	3	2	2	1	3	-2.0	11	99
Cc1cc(C(=O)N2CCN(c3ccc(C(F)(F)F)cn3)CC2)c(C)o1	101	14	-6	4	-1	0	2.9	2	101
CCN1C(=O)C(CC(=O)Nc2ccc(F)cc2)N(Cc2ccc3c(c2)OCO3)C1=S (stereo unspecified)	113	-5	4	-2	-1	3	0.6	2	105
Cc1[nH]c2ccccc2c(=O)c1SC(F)(F)C(F)C(F)(F)F (stereo unspecified)	96	11	10	10	3	0	-0.9	-1	98
[O-][n+]1c2ccccc2c2n1CCN=C2c1ccc(Cl)cc1	107	-7	-1	1	-1	0	-2.5	-5	105
CCC(C)(C)NC(=O)COc1ccc(OCc2ccccc2)cc1	102	2	4	3	3	0	-1.1	-6	104
CNC(=S)N(Cc1cc2cc(OC)c(OC)cc2[nH]c1=O)C1CCCC1	93	3	-2	-2	1	1	-2.9	4	95
CCN1CCN(CC(=O)Nc2ccc(Cl)c(S(=O)(=O)N(C)C)c2)CC1	103	-6	0	5	-1	0	-0.3	12	92
CCCN1CCN(C(=O)c2ccc(-c3ccc([N+](=O)[O-])cc3)o2)CC1	93	0	11	4	x	0	x	-3	96
O=C1CC(C(=O)Nc2nccs2)C(c2ccccc2)O1 (stereo unspecified)	104	11	-4	3	2	2	-2.7	6	101
COCCN(C(C)=O)c1nnc(-c2ccccn2)s1	96	2	5	4	-3	1	0.5	5	96
CC(C)CCN1C(Nc2ccccc2)=NC[C@@H]1CC(C)C	81	4	-5	2	3	0	-6.8	-8	80
O=S(=O)(Nc1ccc(Br)cc1)c1cccc2cccnc12	100	-4	10	3	3	1	-1.9	0	96
CCOc1ccc(N(CC(=O)N/N=C/c2cc(Br)c(C)o2)S(C)(=O)=O)cc1	100	-3	2	7	-5	3	1.2	-5	97
Cc1ccc(NC2=CC(=O)CC(c3ccc(Cl)cc3)C2)cc1 (stereo unspecified)	91	12	-4	1	-1	0	-3.3	3	99
CC(C(=O)N1CCOCC1)N1C(=O)c2ccccc2C1=O (stereo unspecified)	102	16	6	0	-5	1	0.5	-3	100
[O-]/C(=C(\C(=S)NCCN1CCOCC1)[n+]1ccccc1)c1ccc(Cl)s1	98	21	8	8	-1	6	1.5	-6	99
CCN1C(=O)CSc2ccc(C(=O)NCc3ccco3)cc21	96	7	-4	-2	0	0	-1.3	5	98
CN1CCN(c2ccc(S(=O)(=O)N3CCCCC3)cc2NC(=O)COc2ccc(F)cc2)CC1	113	26	-17	-14	-4	0	0.3	1	112
CS(=O)(=O)n1nc(-c2cccnc2)nc1NCc1ccccc1	89	3	-1	1	0	4	-1.6	2	95
c1ccc2c(C3=NNC(=NC4CC4)SC3)c[nH]c2c1	93	17	7	1	0	3	-2.1	-2	99
COc1ccccc1C1=NOC(CN2C(=O)c3ccccc3S2(=O)=O)C1 (stereo unspecified)	95	20	-4	-1	0	0	-1.9	5	100
O=C(NC1CCCCC1)C(c1ccc(O)c(O)c1)N(C(=O)Cn1nnc2ccccc21)c1cccc(O)c1 (stereo unspecified)	100	-3	16	5	0	2	-3.2	-2	84
Cc1cc(Cl)ccc1Oc1ccccc1C(=O)CC#N	91	41	2	-3	-1	5	4.0	-9	85
COc1ccccc1NS(=O)(=O)c1cc(NC(=O)Nc2cccc(C)c2)ccc1N1CCCCC1	110	10	2	9	-8	0	-2.0	-32	102
CCN1CCN(c2ccc(S(=O)(=O)N3CCOCC3)cc2NC(=O)c2ccc(C)cc2C)CC1	102	-20	5	-2	x	0	x	4	103
C=CCS/C(N)=N\N=C\c1cc(Br)cc([N+](=O)[O-])c1O	94	4	9	7	0	0	3.2	3	77
COc1ccccc1N1CCN(C(=O)c2ccc3nc[nH]c3c2)CC1	102	3	-3	0	3	1	3.0	6	104
COc1ccc(CC(=O)c2ccc(O)cc2O)cc1	88	10	-1	0	1	2	-1.1	9	92
COc1ccc(NC(=O)CN2C(=O)NC(C)(C3CC3)C2=O)cc1S(=O)(=O)N1CCCCC1 (stereo unspecified)	110	4	-6	-2	x	0	x	1	104
COC(=O)c1c(C)[nH]c(C(=O)C(C)OC(=O)C2=NNC(=O)CC2)c1C (stereo unspecified)	98	6	-14	0	-7	0	-1.8	2	106
CN(c1ccc(OCC(=O)OCC(=O)Nc2c(F)c(F)c(F)c(F)c2F)cc1)S(=O)(=O)c1ccc(F)cc1	96	10	0	-1	4	4	4.0	3	99
CCOc1ccccc1C1CC(c2cccc(NS(C)(=O)=O)c2)=NN1C(=O)c1ccccc1 (stereo unspecified)	101	23	0	4	5	5	2.9	2	95
Cc1ccc(OCCN2CCN(C(=O)CCC(=O)Nc3nnc(C(C)C)s3)CC2)cc1	108	2	4	4	0	0	1.2	-5	104
O=C(CSC1=NS(=O)(=O)c2cc(Cl)ccc2N1)Nc1ccccc1C(F)(F)F	105	-1	5	2	-1	3	-3.2	1	103
Nc1ncnc2c1ncn2[C@@H]1O[C@H](CNCc2cccn2-c2nccs2)[C@@H](O)[C@H]1O	96	28	x	x	x	11	x	-1	96
Other compounds:
SMILES	AGP1-GFP MLPCN	VLA-4 inh	MCL1-BIM inh	BCLXL inh	Fam108B inh	GRK2 aptamer HTS	MEX-5 binding	GLD-1 TGE inh	CIT2 TOR yeast
COc1ccc2oc(C(=O)OCC(=O)N3CCN(S(=O)(=O)c4ccc(C)cc4)CC3)c(C)c2c1	94	4	-15	-7	-3	2	-0.5	-1	93
CCNC(=S)Nc1ccc(OC(F)(F)F)cc1	106	2	2	4	2	0	-0.4	1	100
Cc1ccc(C)c(NCC(O)c2ccccc2)c1 (stereo unspecified)	96	22	3	3	-1	0	0.8	0	82
CC(C)CC(=O)Nc1ccc(C(=O)COC(=O)C2CC(=O)N(Cc3ccccc3)C2)cc1 (stereo unspecified)	97	-63	5	0	x	1	x	8	96
Cc1nc(SCc2ccc(OCCC(C)C)cc2)n[nH]1	93	17	-3	1	-5	100*	1.9	6	91
COc1cc2sc3ccc(C#Cc4ccc(N)cc4)cc3c(=O)c2cc1OC	85	-16	3	-2	4	0	-0.2	0	82
Cc1c(C(=O)Nc2nc3ccccc3[nH]2)oc2ccc(Br)cc12	99	3	1	4	-2	1	-2.8	-4	112
COc1ccc(N(C)S(=O)(=O)c2cccc(C(=O)NCC3CCCO3)c2)cc1 (stereo unspecified)	106	-8	7	7	5	1	1.0	3	94
CCOc1ccc(CCNC(=O)COC(=O)c2cc(OC)cc(OC)c2)cc1OCC	102	2	3	4	-1	2	-0.5	4	110
COc1ccc(C2/C=C\CN(S(=O)(=O)/C=C/c3ccccc3)CC(=O)N2Cc2ccc(F)cc2)cc1 (stereo unspecified)	101	4	0	5	3	4	1.6	9	100

The final three entries of the section above come first, to join the parts:
SMILES	AGP1-GFP MLPCN	VLA-4 inh	MCL1-BIM inh	BCLXL inh	Fam108B inh	GRK2 aptamer HTS	MEX-5 binding	GLD-1 TGE inh	CIT2 TOR yeast
COc1ccc(N(C)S(=O)(=O)c2cccc(C(=O)NCC3CCCO3)c2)cc1 (stereo unspecified)	106	-8	7	7	5	1	1.0	3	94
CCOc1ccc(CCNC(=O)COC(=O)c2cc(OC)cc(OC)c2)cc1OCC	102	2	3	4	-1	2	-0.5	4	110
COc1ccc(C2/C=C\CN(S(=O)(=O)/C=C/c3ccccc3)CC(=O)N2Cc2ccc(F)cc2)cc1 (stereo unspecified)	101	4	0	5	3	4	1.6	9	100
CN(CC(=O)Nc1cccc(F)c1)C(=O)COc1ccc2c(c1)CCC2	89	13	x	x	x	2	x	5	85
O=C(Nc1ccc(Cl)cc1)c1nc[nH]c1C(=O)NCCCCNC(=O)c1[nH]cnc1C(=O)Nc1ccc(Cl)cc1	81	-1	x	x	x	0	x	7	78
COc1ccc(-n2c(=S)[nH]c3cc(C(=O)N4CCN(c5ccccc5)CC4)ccc3c2=O)cc1	105	18	1	5	2	1	-0.1	-2	97
Cc1nn(Cc2ccccc2)c(C)c1CCC(=O)O	100	1	3	4	3	1	2.2	1	x
CCOC(=O)C(C)n1cnc2c(cnn2-c2ccc(Cl)cc2)c1=O (stereo unspecified)	94	-7	-6	4	1	0	1.1	0	93
CCCC(=O)N(c1ccc(OC)cc1)C1C=CS(=O)(=O)C1 (stereo unspecified)	109	-5	-1	4	5	0	1.8	1	105
CCOC(=O)c1sc(NS(=O)(=O)c2ccccc2)nc1C	98	-1	0	3	-2	4	-1.9	1	99
Cn1c(C(=O)N2CCN(C(=O)c3ccco3)CC2)cc2c(=O)n3ccccc3nc21	x	-5	17	19	1	9	-4.8	-1	94
CCCCNC(=O)C1CC(=O)N(CCC(C)C)C1 (stereo unspecified)	98	7	3	10	1	1	0.6	10	100
COc1ccc(C)cc1NC(=O)NC(C)c1ccncc1 (stereo unspecified)	97	-4	-7	-5	-3	0	-0.2	6	109
N#C/C(=C\c1cccc(Oc2ccc(C(F)(F)F)cc2[N+](=O)[O-])c1)c1nc2ccccc2[nH]1	92	-33	-8	-1	-5	1	-1.0	-5	104
Cc1cccc(C)c1NC(=O)CSc1cc(C(=O)c2nccn2C)c2ccccc2n1	89	-3	4	1	-1	0	-0.6	-6	91
